SENP7 block: inhibitors of human SENP7 protease; inhibition, % at 5 µM; recombinant SENP7, Z-RLRGG-aminoluciferin luminescence, 40 min; Q9BQF6; 1.5% of 330,000 active;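 active = inhibition above about 50% at the single test dose, limit read from the data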;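 note: plate controls were DMSO with enzyme for no effect and no enzyme buffer wells for full effect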
NLRP3 yeast inh: inhibitors of NALP3 inflammasome in yeast. Yeast reconstituted NLRP3/ASC/caspase-1, beta-gal luminescence, 24 h. inhibition, % at 10 µM. 0.39% of 330,000 active. AID 2825;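 active = inhibition of 50% or more; inactive = inhibition below 50%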;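 note: plate controls were induced DMSO wells for no effect and uninduced yeast grown without galactose for full effect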
SENP1 FRET inh: inhibitors of human SENP1 SUMO protease catalytic domain | Q9P0U3 | recombinant SENP1 catalytic domain, CyPet-SUMO1-YPet FRET cleavage | inhibition, % at 10 µM | 0.21% of 360,000 active | AID 624204;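 active = inhibition at least 30% at 10 µM, raw YFP signal under a set limit, fluorescence ratio 0.5 to 1.5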;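 note: 0% = enzyme with DMSO and 100% = no enzyme wells; some results filed as inactive read as strong as hits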
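Test system: hSENP1 catalytic domain, recombinant; Amount: 20 pM final SENP1 enzyme; Medium: Tris pH 8 buffer plus EDTA, NaCl, BME, BSA, NP40, catalase; Schedule: 50 min enzyme reaction, room temperature, light-protected; Technique: FRET fluorescence in CFP and YFP emission channels; Controls: no-enzyme wells low, DMSO-plus-enzyme wells high control.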
Apaf1 inhib: inhibitors of human Apaf-1 apoptosome; O14727; inhibition, % at 20 µM; reconstituted apoptosome caspase-3 activity, DEVD-Rh110 fluorescence; 0.71% of 330,000 active; AID 489030; active = inhibition of at least 40% at 20 µM;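 note: plate controls were DMSO wells for no effect and DEVD-CHO caspase inhibitor wells for full effect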
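Material: reconstituted apoptosome with Apaf-1, cytochrome c, caspase-9, procaspase-3, dATP. Technique: Rh110 fluorescence intensity. Buffer or medium: pH 7.5 Hepes buffer with CHAPS, BSA, DTT. Times: 30 min plus 50 min, RT.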
SENP6 inh: SENP6 protease inhibition | Q9GZR1 | Recombinant SENP6 catalytic domain, aminoluciferin luminescence | inhibition, % at 10 µM | 1.8% of 330,000 active;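 active = inhibition above about 50% at the single tested dose, limit read from the data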;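 note: plate controls were DMSO wells with enzyme for no effect and DMSO wells lacking enzyme for full effect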
PfGluPho inh: PfG6PD (Plasmodium falciparum) enzyme inhibition; PfGluPho enzyme, NADPH resazurin-diaphorase fluorescence; inhibition, % at 20 µM; 0.78% of 350,000 active; AID 504690;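 active = inhibition reaching at least a set limit at 20 µM in the primary screen, cut at about 59% in these data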;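 note: 0% = DMSO wells with substrate and 100% = DMSO wells lacking glucose-6-phosphate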
HKDC1 inh: inhibitors of human hexokinase HKDC1. Q2TB90. inhibition, % at 20 µM. 0.16% of 340,000 active. AID 493160. recombinant HKDC1, G6PDH/diaphorase resazurin coupled fluorescence;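 active = inhibition above about 35% when tested at 20 µM, limit read from the data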;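 note: plate controls were DMSO wells with enzyme for no effect and DMSO wells lacking enzyme for full effect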
Target sequence (Q2TB90 whole entry, looked up): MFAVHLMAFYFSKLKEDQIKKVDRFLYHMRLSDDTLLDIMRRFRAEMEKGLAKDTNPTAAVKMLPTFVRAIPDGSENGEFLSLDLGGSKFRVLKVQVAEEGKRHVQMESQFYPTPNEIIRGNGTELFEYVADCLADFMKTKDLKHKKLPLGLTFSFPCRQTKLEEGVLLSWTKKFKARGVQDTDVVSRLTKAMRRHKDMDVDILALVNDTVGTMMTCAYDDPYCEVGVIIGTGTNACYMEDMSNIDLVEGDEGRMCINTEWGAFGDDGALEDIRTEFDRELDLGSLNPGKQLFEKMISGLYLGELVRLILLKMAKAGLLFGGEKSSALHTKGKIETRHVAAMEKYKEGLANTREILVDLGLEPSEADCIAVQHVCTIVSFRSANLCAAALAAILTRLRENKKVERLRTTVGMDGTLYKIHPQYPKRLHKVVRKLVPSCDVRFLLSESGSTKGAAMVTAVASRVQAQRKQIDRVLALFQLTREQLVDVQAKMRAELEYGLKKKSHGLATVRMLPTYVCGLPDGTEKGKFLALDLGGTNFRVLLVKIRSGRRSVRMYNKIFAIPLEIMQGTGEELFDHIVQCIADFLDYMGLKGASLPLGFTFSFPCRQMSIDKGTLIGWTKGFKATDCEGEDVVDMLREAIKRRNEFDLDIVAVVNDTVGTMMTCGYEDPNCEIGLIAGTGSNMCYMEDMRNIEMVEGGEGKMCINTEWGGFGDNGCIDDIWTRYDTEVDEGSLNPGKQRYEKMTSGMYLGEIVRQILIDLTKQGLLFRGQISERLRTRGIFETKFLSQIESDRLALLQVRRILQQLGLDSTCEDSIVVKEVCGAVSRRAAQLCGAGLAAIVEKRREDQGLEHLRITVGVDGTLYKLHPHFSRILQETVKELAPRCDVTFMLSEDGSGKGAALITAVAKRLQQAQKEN
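Assay system: recombinant HKDC1 hexokinase; detection: coupled resazurin fluorescence, excitation 525 nm, emission 613 nm; benchmarks: DMSO-plus-enzyme-mix negative control, buffer-substituted positive control; compound dosing: single 20 µM dose; schedule: 90 min at room temperature in dark; also added: glucose plus 1 mM ATP as hexokinase substrates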
SENP8 block-1: SENP8 protease inhibition; inhibition, % at 10 µM; Q96LD8; 1.2% of 330,000 active; purified SENP8, Z-RLRGG-aminoluciferin cleavage, luminescence; AID 2540; in the data active = inhibition above about 50%
SENP8 block-2: SENP8 (human) protease inhibition; inhibition, % at 20 µM; Q96LD8; AID 602440; 0.64% of 360,000 active; recombinant SENP8, Nedd8 substrate fluorescence; in the data active = inhibition mostly above about 40%, no sharp cut-off; inactive = mostly below about 27%
* hit, by the source's call; · = not tested or not shown.

SMILES	SENP7 block	NLRP3 yeast inh	SENP1 FRET inh	Apaf1 inhib	SENP6 inh	PfGluPho inh	HKDC1 inh	SENP8 block-1	SENP8 block-2
COCCn1cnc2c1c(=O)n(Cc1c(F)cccc1Cl)c(=O)n2Cc1ccccc1	3	17	0	9	-22	-10	-3	5	1
CC(C(=O)NCC1CCCO1)c1ccc([N+](=O)[O-])cc1 (stereo not drawn)	6	3	1	1	-2	-18	-2	-5	0
CC(OC(=O)C12CC3CC(CC(O)(C3)C1)C2)C(N)=O (stereo not drawn)	-3	5	3	-2	8	23	-8	-4	4
COCCNC(=O)CCCn1c(=O)c2cc(OC)c(OC)cc2n(CC(=O)NCCC2=CCCCC2)c1=O	-1	-3	-1	-12	-14	16	-11	8	-124
CCc1ccc(CNC(=O)C2CCC(=O)N(CCc3ccc(Cl)cc3)C2)nc1 (stereo not drawn)	-11	5	-1	3	-4	14	-7	-15	2
Cc1ccc(-c2nnc(NC3CCCCC3)c3ccccc23)cc1S(=O)(=O)N1CCN(C)CC1	1	16	1	18	-20	17	12	-8	-12
CCOC(=O)N1CCN(C(c2ccccc2)c2sc3nc(C)nn3c2O)CC1 (stereo not drawn)	-2	3	-1	-14	-3	2	-6	11	8
COc1ccc([C@@H]2CC=C(C(=O)O)[C@H](c3ccc(Br)cc3)N2S(=O)(=O)c2ccccc2C)cc1	-7	7	-1	1	-7	0	6	9	-8
O=C(CCC1CCN(C(=O)c2cccc(Cl)c2F)CC1)Nc1ccccc1	-3	4	0	-7	1	9	-1	-4	3
O=C(Cc1ccc(Cl)cc1)N/N=C/c1ccccc1	-8	16	4	9	-3	4	-10	3	14
N/C(=N\OC(=O)COc1ccc([N+](=O)[O-])cc1)c1ccncc1	-8	0	0	2	-28	-2	-3	-6	8
CCOc1ccc(S(=O)(=O)N2CCOCC2)cc1NC(=O)c1ccccc1F	-3	19	1	4	-23	6	-2	1	2
CCCCS(=O)(=O)NC1=NCN(CCO)CN1	-3	6	-1	5	-20	-18	0	-7	30
Cc1noc(C)c1S(=O)(=O)N(CC(=O)Nc1ccc2c(c1)OCCO2)c1ccc(C(C)C)cc1	5	5	-2	8	10	16	1	2	1
CCOC(=O)c1nnn(-c2nonc2N)c1CS(=O)(=O)c1ccccc1	9	8	1	0	22	-16	-9	7	-15
COc1cccc2cc(C(=O)N3CCN(c4ncccn4)CC3)c(=O)oc12	-3	21	0	-9	-6	-8	2	-5	-3
O=C1NC2(CCCCCC2)C(=O)N1Cc1cccc([N+](=O)[O-])c1	-7	7	0	13	-2	-2	-5	-13	21
CCn1cc([N+](=O)[O-])c(C(=O)Nc2c(C)nn(Cc3cccc(F)c3)c2C)n1	-8	-9	-1	7	-5	-8	12	-7	22
CCOC(=O)N1CCC(Nc2c(NCCCN(CC)CC)c(=O)c2=O)CC1	14	11	5	5	-15	-4	-6	-8	12
CC(Sc1nc(=O)cc(N)n1CCc1ccccc1)C(=O)NCc1ccccc1 (stereo not drawn)	-1	20	-2	-2	3	3	-2	-4	1
Cc1c(/C=N/NC(=O)CNc2ccccc2)c2ccccn2c1C(=O)c1ccncc1	-14	-3	2	11	0	-2	-5	-9	3
C=CCNC(=O)c1c(Cl)cnn1-c1ccc(C)cc1	4	-9	2	-1	8	-16	16	-5	13
Nc1ccccc1OCCOCCOCCOc1ccccc1N	5	10	-3	-4	11	8	1	4	14
CC(=O)Nc1cc(Cl)ccc1OS(=O)(=O)c1ccc(C)cc1	-6	7	3	6	-41	6	-11	-5	1
O=C(CCCC(=O)OCC(=O)c1cccs1)Nc1ccc(Oc2ccccc2)cc1	8	15	-4	14	-18	-3	-2	-13	15
CCSc1nc2ccccc2c(=O)n1CCc1ccc(OC)c(OC)c1	-6	46	0	13	-29	17	4	2	21
O=C(CSc1nc(-c2ccccc2)c(-c2ccccc2)o1)N1CCOCC1	9	17	3	22	-1	2	-1	0	-137
C=CCNC(=O)CN1C(=O)C2C3c4ccccc4C(c4ccccc43)C2C1=O (stereo not drawn)	1	11	1	5	-18	3	-11	1	6
COc1cc(CNc2ccc(N3CCOCC3)cc2)cc(Br)c1OC	4	15	5	-85	8	23	-2	6	-33
Nc1ccc2c(c1)C(=O)c1ccc(N)cc1-2	·	·	5	·	·	33	0	·	24
O=C(/C=C/c1ccccc1Cl)N1CCCN(C(=O)/C=C/c2ccccc2Cl)CC1	2	10	-1	1	13	16	-3	4	19
COc1cc(/C=N/NC(N)=O)ccc1OCC(=O)N1C(C)CCCC1C (stereo not drawn)	-7	-9	1	5	-8	-4	-9	0	10
N#Cc1cc(-c2ccccc2)cnc1Sc1ccc(Cl)cc1	5	-3	-19	4	10	5	-2	3	-41
O=C(O)c1ccccc1SCCS(=O)(=O)c1ccc(Cl)cc1Cl	-9	-11	1	17	-14	-26	4	-10	12
COC(=O)C1=C(CN2CCSCC2)NC(=O)NC1c1cc(C)ccc1C (stereo not drawn)	-2	8	-1	-5	3	3	-5	1	20
COc1ccc(Cn2c(C3CCCCC3)nc3c(c(=O)c4ccccc4n3C)c2=O)cc1	-10	1	·	21	-16	11	13	2	·
Cc1c(C(=O)Nc2nnc(C3CC3)s2)oc2ccccc12	9	10	2	8	25	35	-2	4	-110
O=C(COC(=O)CNC(=O)c1ccc2c(c1)OCO2)Nc1ncc(Cl)cc1Cl	10	7	0	-2	8	9	-6	-1	10
CC(C)=C[C@H]1C[C@H](C)[C@H]2CC[C@H](C)c3c(O[C@@H]4OC[C@@H](O)[C@H](O)C4O)c(O)c(C)c1c32 (stereo partly drawn)	4	-3	2	10	-14	9	2	-1	6
COc1ccc(CNC(=O)c2noc3c2CCCCC3)cc1	8	25	1	-9	7	-6	-2	-6	5
COCCCn1c(SCC(=O)NC2CCCCC2)nc2ccccc2c1=O	3	6	2	10	-22	-5	2	9	-1
O=[N+]([O-])c1cccc(S(=O)(=O)Nc2ccc(Cc3ccncc3)cc2)c1	2	7	0	-16	12	-9	-2	-4	14
Clc1ccc(-n2nnc(-c3ncc[nH]3)n2)cc1Cl	12	-8	-1	-2	4	16	-4	-5	6
Cc1ccc(C(=O)CC2(O)C(=O)N(C)c3ccccc32)o1 (stereo not drawn)	-8	-1	0	3	3	5	-9	-3	15
O=C(CSc1ncnc2sccc12)Nc1ccccc1F	5	10	-20	-9	-7	6	2	-5	-4

Already shown: an excerpt of the list.
SMILES	SENP7 block	NLRP3 yeast inh	SENP1 FRET inh	Apaf1 inhib	SENP6 inh	PfGluPho inh	HKDC1 inh	SENP8 block-1	SENP8 block-2
O=C(/C=C/c1ccccc1Cl)N1CCCN(C(=O)/C=C/c2ccccc2Cl)CC1	2	10	-1	1	13	16	-3	4	19
COc1cc(/C=N/NC(N)=O)ccc1OCC(=O)N1C(C)CCCC1C (stereo not drawn)	-7	-9	1	5	-8	-4	-9	0	10
N#Cc1cc(-c2ccccc2)cnc1Sc1ccc(Cl)cc1	5	-3	-19	4	10	5	-2	3	-41
O=C(O)c1ccccc1SCCS(=O)(=O)c1ccc(Cl)cc1Cl	-9	-11	1	17	-14	-26	4	-10	12
COC(=O)C1=C(CN2CCSCC2)NC(=O)NC1c1cc(C)ccc1C (stereo not drawn)	-2	8	-1	-5	3	3	-5	1	20
COc1ccc(Cn2c(C3CCCCC3)nc3c(c(=O)c4ccccc4n3C)c2=O)cc1	-10	1	·	21	-16	11	13	2	·
Cc1c(C(=O)Nc2nnc(C3CC3)s2)oc2ccccc12	9	10	2	8	25	35	-2	4	-110

Going on with the list:
SMILES	SENP7 block	NLRP3 yeast inh	SENP1 FRET inh	Apaf1 inhib	SENP6 inh	PfGluPho inh	HKDC1 inh	SENP8 block-1	SENP8 block-2
O=c1c2c3c(sc2nc2n1CCC2)CCC3	-7	2	1	7	-8	0	-4	-4	14
O=C(c1ccco1)N1N=C(c2ccc(Cl)cc2)CC1(O)C(F)(F)F (stereo not drawn)	-8	10	0	11	-28	7	-11	-5	8
C=CCN1C(=O)C(CC(=O)NCC)SC1=Nc1ccccc1OC (stereo not drawn)	-2	13	-1	-17	8	3	0	0	15
CCN1CCN(C(=O)C(=O)c2cn(CC(=O)N3CCCCCC3)c3ccccc23)CC1	-2	8	-5	2	-2	-3	0	4	-6
C=CCOC(=O)C1=C[C@@H](c2coc3ccccc3c2=O)C[C@@H](OCCCCO)O1	5	14	11	-8	-6	3	0	2	11
CCC(NS(=O)(=O)c1ccc(C)cc1)C(=O)N1CCOCCOCCOCCOCC1 (stereo not drawn)	2	4	2	6	-9	0	-5	0	13
O=C(N/N=C/c1ccccc1F)c1ccccc1OCc1ccccc1	0	24	-1	14	-26	5	-9	-3	3
O=C(O)c1ccc(N2CC3CC(C2)c2cccc(=O)n2C3)c(NS(=O)(=O)c2cccc(C(F)(F)F)c2)c1 (stereo not drawn)	7	3	2	-4	-14	0	4	0	16
CC(=O)c1cccc(NC(=O)CSc2nnc(-c3ccncc3)o2)c1	-2	1	-3	-11	-1	-1	-4	0	0
Nc1ncc2[nH]c(N)nc2n1	·	·	0	·	·	6	-4	·	-70
COc1ccc(OC)c(CCNC(=O)CN2C(=O)CCSc3ccccc32)c1	3	20	2	0	-12	6	-8	11	5
CC1CC(C)CN(C2CCN(Cc3cccnc3)CC2)C1 (stereo not drawn)	-7	18	1	6	6	-2	-9	-10	18
Cc1ccc(N=C2NC(=O)/C(=C/c3cccnc3)S2)c(C)c1	1	30	0	-7	8	-17	7	11	16
O=C(N/N=C/c1cc2c(cc1[N+](=O)[O-])OCO2)c1ccc2c(c1)OCO2	2	4	-2	0	2	26	-2	0	16
O=C(COC(=O)/C=C/c1cccs1)Nc1cccc(S(=O)(=O)N2CCOCC2)c1	-2	1	4	2	-7	6	-4	5	10
c1ccc(Nc2nc(N3CCCCC3)nc(N3CCCCC3)n2)cc1	2	2	3	9	-8	23	1	0	19
C/C(=C\c1ccccc1F)C(=O)c1c(C)cc(C)[nH]c1=O	5	3	0	7	13	-1	-5	-5	5
CC(C)(C)c1ccc(-c2ccc3c(c2)S(=O)(=O)c2ccccc2C3=O)cc1	7	20	-1	12	-3	-2	1	-14	-27
CN(CC(=O)Nc1cccc(F)c1)C(=O)c1cc([N+](=O)[O-])ccc1N1CCCCC1	10	15	-3	30	-7	10	-1	-7	7
CSCCC(NC(=O)c1ccccc1C)C(=O)O (stereo not drawn)	2	17	0	-5	-8	-5	5	0	4
CN(C)CCC1c2ccc(Cl)cc2CCc2cccnc21 (stereo not drawn) (tested in a mixture with another compound)	-10	9	0	11	-22	-9	-4	-7	14
COc1cccc(CN(C)C(=O)CCC(=O)c2cc(Br)ccc2OC)c1	-3	22	-6	12	0	1	1	2	-2
C=C(C)Cn1c(=O)c2c(nc3n2CCCN3Cc2ccccc2)n(C)c1=O	-4	9	1	-1	3	1	-6	8	-10
COCCn1c(SC(C)C(=O)NC2CCCCC2C)nc2ccccc2c1=O (stereo not drawn)	-7	7	1	12	-9	-8	-6	-4	9
